High-throughput results (PubChem)
LYPLA1 counter = blocks human lysophospholipase 1, a PME1 counter-screen. O75608. recombinant LYPLA1, FP-Rh probe fluorescence polarization. inhibition, % at 5.9 µM. actives 0.16% (n = 320,000). AID 2174;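 active = inhibition above the mean of all tested compounds plus 3 SD, set per campaign, cut at about 14% in these data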;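 note: inhibitors block serine hydrolase probe labeling of LYPLA1 so polarization falls; 0% = enzyme with DMSO and 100% = wells lacking LYPLA1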
LYPLA2 inh = blocks human lysophospholipase 2, a PME1 counter-screen. O95372. recombinant LYPLA2, FP-Rh probe fluorescence polarization. inhibition, % at 5.9 µM. actives 0.38% (n = 320,000). AID 2177;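 active = inhibition above the screen-wide mean plus 3 SD, limit set per campaign, cut at about 26% in these data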;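 note: 0% = LYPLA2 with DMSO and 100% = wells lacking LYPLA2 enzyme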
PAD4 FP inh = blocks human protein arginine deiminase 4; recombinant PAD4, RCA probe fluorescence polarization; inhibition, % at 6.36 µM; actives 0.41% (n = 330,000); AID 485272;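 active = percent inhibition above a cutoff equal to the mean of all tested compounds plus 3 SD, cut at about 15% in these data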;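 note: 0% = PAD4 with RCA probe and DMSO and 100% = probe without PAD4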
GSTO1 inh = counter-screen for RBBP9 inhibitors: inhibitors of human GSTO1; P78417; recombinant GSTO1, activity-based probe fluorescence polarization; inhibition, % at 5.96 µM; actives 1.1% (n = 300,000);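 active = inhibition above the campaign mean inhibition plus 3 SD, cut at about 35% in these data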;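 note: 0% = GSTO1-1 with DMSO and 100% = wells lacking GSTO1-1 enzyme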
Target sequence (P78417 whole entry, looked up): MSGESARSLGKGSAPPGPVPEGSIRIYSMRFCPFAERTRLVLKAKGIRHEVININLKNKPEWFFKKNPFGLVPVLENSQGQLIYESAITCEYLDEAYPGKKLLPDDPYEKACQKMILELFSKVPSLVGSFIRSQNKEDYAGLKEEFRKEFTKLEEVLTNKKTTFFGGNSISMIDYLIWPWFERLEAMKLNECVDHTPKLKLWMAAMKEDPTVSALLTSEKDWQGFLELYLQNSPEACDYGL
PME-1 inh = PME-1 (human) inhibition; Q9Y570; recombinant PME-1, FP-Rh probe fluorescence polarization; inhibition, % at 5.9 µM; actives 0.53% (n = 320,000); AID 2130;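 active = inhibition above the campaign mean of all compounds plus 3 SD, cut at about 26% in these data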;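 note: competitive labeling of PME-1 active site by serine hydrolase directed probe; 0% = PME-1 with DMSO and 100% = wells lacking PME-1 enzyme; inhibitors block probe labeling so polarization falls and inhibition rises; many of its hits are not listed in these tables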
pPAFAH FP inh = pPAFAH (human) enzyme inhibition; recombinant pPAFAH, FP-rhodamine probe fluorescence polarization; actives 1.5% (n = 330,000); inhibition, % at 3.39 µM; Q13093;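 active = inhibition above the mean inhibition across the screen plus 3 SD, cut at about 25% in these data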;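 note: inhibitors block binding of the rhodamine activity-based probe so polarization drops; 0% = enzyme with DMSO and 100% = wells lacking pPAFAH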
Target sequence (Q13093 whole entry, looked up): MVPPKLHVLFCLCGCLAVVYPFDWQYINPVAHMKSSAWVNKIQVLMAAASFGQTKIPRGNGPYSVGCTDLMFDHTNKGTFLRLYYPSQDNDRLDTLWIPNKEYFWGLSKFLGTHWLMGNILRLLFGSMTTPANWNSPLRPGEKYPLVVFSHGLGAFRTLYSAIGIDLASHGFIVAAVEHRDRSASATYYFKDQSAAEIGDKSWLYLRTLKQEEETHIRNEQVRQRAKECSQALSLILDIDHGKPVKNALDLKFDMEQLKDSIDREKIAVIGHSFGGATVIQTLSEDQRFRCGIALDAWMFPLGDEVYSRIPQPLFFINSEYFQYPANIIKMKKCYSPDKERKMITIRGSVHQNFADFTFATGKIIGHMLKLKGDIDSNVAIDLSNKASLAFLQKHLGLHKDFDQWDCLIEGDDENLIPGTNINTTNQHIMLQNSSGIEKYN
PAFAH1B2 FP inh = blocks human PAF acetylhydrolase 1b catalytic subunit 2; recombinant PAFAH1B2, FP-rhodamine activity probe, fluorescence polarization; inhibition, % at 3.39 µM; actives 1.2% (n = 340,000); AID 492953;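 active = inhibition above the mean of all tested compounds plus 3 SD, cut at about 24% in these data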;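 note: 0% = enzyme with DMSO and 100% = wells lacking PAFAH1B2; many of its hits are not listed in these tables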
Target sequence (P68402 whole entry, looked up): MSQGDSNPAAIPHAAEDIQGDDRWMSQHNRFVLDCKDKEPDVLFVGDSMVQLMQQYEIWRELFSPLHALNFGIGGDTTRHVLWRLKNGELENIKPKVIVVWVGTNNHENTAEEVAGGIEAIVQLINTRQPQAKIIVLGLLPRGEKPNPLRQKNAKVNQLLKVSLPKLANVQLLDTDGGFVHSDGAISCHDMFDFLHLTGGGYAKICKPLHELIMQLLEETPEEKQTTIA
PAFAH2 inh = PAFAH2 (human) inhibition; Q99487; recombinant PAFAH2, FP-rhodamine activity probe, fluorescence polarization; inhibition, % at 3.39 µM; actives 0.99% (n = 340,000); AID 492956;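 active = inhibition above the mean over all tested compounds plus 3 SD, cut at about 30% in these data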;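 note: inhibitors block probe labeling of enzyme so polarization drops; 0% = enzyme with DMSO and 100% = wells lacking PAFAH2 protein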
PAFAH1B3 inh = blocks human PAF acetylhydrolase 1B catalytic subunit 3; Q15102; recombinant PAFAH1B3, FP-rhodamine probe, fluorescence polarization; inhibition, % at 3.39 µM; actives 0.28% (n = 340,000); AID 492972;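 active = inhibition above the screen-wide average of all tested compounds plus 3 SD, cut at about 25% in these data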;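 note: 0% = enzyme with DMSO only and 100% = wells lacking PAFAH1B3 protein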
* hit, by the source's call; nt = no result given. Not all compounds are listed. The share of hits here may be higher or lower than overall.

canonical_smiles	GSTO1 inh	LYPLA2 inh	PAFAH1B3 inh	PAFAH2 inh	pPAFAH FP inh	LYPLA1 counter	PME-1 inh	PAFAH1B2 FP inh	PAD4 FP inh
N#C/C(=C\C=C\c1ccccc1[N+](=O)[O-])C(=O)NCc1ccccc1	25	1	9	15	5	0	0	10	1
Cc1ccccc1SCC(=O)NCC(c1ccc(F)cc1)N1CCOCC1 (stereo not given)	nt	nt	6	7	-5	nt	nt	4	-4
CCOc1ccccc1NC(=O)C(OC(=O)c1cnccn1)c1ccccc1 (stereo not given)	4	2	15	5	0	0	-3	3	1
CCOC(=O)c1c(NC(=O)CCN2C(=O)c3cccc([N+](=O)[O-])c3C2=O)sc(C(=O)OC(C)C)c1C	4	6	8	1	2	3	-3	-1	-7
CC1CCc2c(C(=O)NCc3ccco3)csc2C1 (stereo not given)	-2	11	-2	1	4	7	5	3	-3
CCc1ccc(C(=O)COC(=O)CNC(=O)CNS(=O)(=O)c2ccccc2)cc1	6	3	-1	0	12	-2	2	1	-1
CCOC(=O)CC(NC(=O)Cc1ccc(F)cc1)c1ccccc1Cl (stereo not given)	11	1	9	2	3	1	1	-1	1
COc1ccccc1N1CCN(/N=C\c2cccnc2)CC1	-7	-6	3	5	1	-2	-4	2	-3
CCc1cc2c(=O)c(-c3nc(C)cs3)coc2cc1O	2	2	2	-4	-1	3	-3	4	-11
CN(CC(=O)Nc1ccc(S(=O)(=O)N2CCCC2)cc1)CC(=O)Nc1ccc(F)c(F)c1F	0	1	5	3	2	-3	4	1	7
CCn1ccc(C(=O)Nc2cccc(Cl)c2)n1	-3	-8	-2	-1	0	-3	-2	3	0
COc1ccccc1C1CC(=O)Nc2c1c(=O)n(C)c(=O)n2C (stereo not given)	0	-5	8	-4	-1	-1	-3	5	-2
CCCCn1c(N)c(N(CC)C(=O)c2ccc(C)cc2)c(=O)[nH]c1=O	-1	4	5	5	4	-2	3	-2	7
COc1cccc(OCc2nnc(SCC(=O)NNC(=O)C3CCCCC3)n2C)c1	4	2	6	-5	8	0	1	2	1
O=C(c1ccc(Cl)cc1Cl)N1CCC(C(=O)N2CCOCC2)CC1	1	-1	1	5	1	-2	0	8	2
O=C(O)CN1C(=O)/C(=C\c2ccc(OC(=O)c3ccco3)cc2)SC1=S	-32	-24	-3	-16	-4	-16	-28	-4	-3
Cc1ccc2c(CN3CCN(S(=O)(=O)/C=C/c4ccccc4)CC3)cc(=O)oc2c1	-7	17	-1	5	2	1	0	-1	3
O=S(=O)(c1ccc(N2CCN(S(=O)(=O)c3ccccc3)CC2)nc1)N1CCCC1	8	0	-6	-6	-6	-2	6	1	1
Cc1[nH]c2ccccc2c1C(=O)CN1C(=O)NC2(CCCCCC2)C1=O	nt	15	5	-1	1	1	-2	2	4
CCS(=O)(=O)c1ccc2oc(SCC(=O)NCc3ccccc3)nc2c1	7	-9	6	-2	-11	-5	-8	2	1
Nc1ccn([C@H]2CC[C@@H](CO)O2)c(=O)n1	0	3	3	9	-3	1	2	-1	-4
COC(=O)c1sc(C(C)(C)C)cc1CS(=O)(=O)c1ccc(Cl)cc1	-3	5	6	4	6	3	8	6	3
Cc1ccccc1C(=O)N1CCC(C(=O)Oc2ccc(C#N)cc2)CC1	1	-2	-12	-1	3	-1	7	-9	-1
CCc1ccc(NC(=O)N(C2CCCCC2)C(C)c2cccnc2)cc1 (stereo not given)	9	2	2	3	0	0	-6	1	-2
CCOC(=O)C(C)n1cnc2c(cnn2-c2ccc(Cl)cc2)c1=O (stereo not given)	-2	12	13	7	6	4	-6	2	1
CCOc1ccc(NC(=O)CCC(=O)Nc2nnc(CC)s2)cc1	5	-6	4	-1	0	1	-3	0	-2
N/C(Cc1ccc([N+](=O)[O-])cc1)=N\OC(=O)c1ccc2ccccc2c1	2	3	8	62*	20	-3	-3	0	1
CC[C@]12c3[nH]c4cc(-c5ccco5)ccc4c3CCN1C(=O)[C@@H](CC(=O)NCC13CC4CC(CC(C4)C1)C3)C[C@@H]2C(=O)N1CCN(C(=O)C2CC2)CC1	nt	nt	6	-2	14	nt	nt	5	3
COc1ccc(/C=N/OC(=O)c2ccc(Cl)cc2)c(Cl)c1OC	-3	0	nt	nt	6	0	-2	nt	5
CCn1cc(CN2CCC(n3nccc3NC(=O)c3ccccc3C)CC2)cn1	1	4	9	-1	4	0	-1	2	-1
O=C(c1cccnc1)N1CCN(S(=O)(=O)c2ccc3ccccc3c2)CC1	1	-1	-1	-5	1	-2	2	5	-1
CCOC(=O)Cn1c(S(=O)(=O)Cc2ccc(Cl)cc2)nc(-c2ccccc2)c1-c1ccccc1	-1	4	3	-4	9	1	4	5	-2
CCNC(=O)/C(C#N)=C/c1c(N2CCOCC2)nc2ccccn2c1=O	14	5	11	0	2	6	-1	0	4
Cc1ccc(C(=O)NN2CCOCC2)cc1	4	1	4	-4	-2	-2	-7	2	0
CCCNC(=O)NCc1ccc(N2CCCC2=O)cc1	-4	0	12	-1	0	3	0	8	0
O=C(CSc1nnc(CNC(=O)c2ccc(F)cc2)o1)NCCc1ccccc1	4	2	-4	-5	5	-5	7	7	-2
COc1cc(SC)ccc1C(=O)NCCOc1ccc(C)c(C)c1	-4	-3	1	3	7	0	0	-2	2
Cn1c(N)c(C(=O)COC(=O)Cc2cccc(C(F)(F)F)c2)c(=O)n(C)c1=O	nt	nt	7	4	1	nt	nt	7	-4
COc1ccc2[nH]c(=O)c(CN(Cc3cccs3)Cc3nnnn3Cc3ccccc3)cc2c1	4	3	-3	2	1	1	12	5	-1
CC(=O)N=c1n(C)c2ccccc2n1CCOc1ccccc1	5	-5	10	2	0	-3	2	7	-3
Cc1cn([C@H](C(=O)NCCCCCCCCCCC(=O)N2CCNCC2)[C@@H](C)O)nn1	5	0	-1	4	6	2	-1	2	-4
COc1ccc(NC(=O)CCCn2c(=O)c3sccc3n(Cc3ccc(C)cc3)c2=O)cc1	-3	-8	6	-12	0	0	4	-5	-2
COC(=O)CCC(=O)OC1(C)C(=O)C2=CN(Cc3ccccc3)C(c3ccc(OC)cc3)=CC2=C(Br)C1=O (stereo not given)	50*	0	4	7	14	-1	7	-1	-27
Cc1[nH]c(C)c(S(=O)(=O)NCc2ccccc2Cl)c1C(=O)N1CCCC1	0	-5	9	-4	-3	1	-16	1	-4
COCCN(C(=O)CSc1nc(-c2ccccc2)cn1N)c1c(N)n(Cc2ccccc2)c(=O)[nH]c1=O	11	2	7	3	2	-1	3	-5	3
COc1ccc(CNC(=O)C2CCN(S(=O)(=O)c3ccc(Br)s3)CC2)cc1	3	-4	-4	13	2	-1	13	15	3
Cc1cc(N(C)C)ccc1[N+](=O)[O-]	4	-3	4	-5	0	0	2	-4	0
Nc1ccc(S(=O)(=O)NC2=NCCCCC2)cc1N	9	-4	5	7	5	-1	2	2	-6
Cc1ccc(S(=O)(=O)CC(=O)c2ccccc2)cc1	-2	5	0	3	4	5	-4	7	-2
Cc1cc(C)cc(OCCn2ccnc2)c1	5	-2	9	-5	1	-4	-1	7	-6
COc1ccc(C(=O)COC(=O)/C=C/c2ccccc2[N+](=O)[O-])cc1	nt	nt	3	3	18	nt	nt	6	-6
CC(=O)N/C(=N/c1nc(C)cc(C)n1)Nc1cccc(C)c1C	5	9	16	-10	-2	3	-3	-5	5
COc1cccc(CN(C)C(=S)Nc2ccc(C)c(C)c2)c1	4	-8	-1	3	2	-3	-19	-2	-5
COCCCN(CC(=O)Nc1ccc(N2CCOCC2)cc1)S(=O)(=O)c1ccccc1	-6	-7	3	-1	2	-2	2	0	0
COc1cc(C2Nc3ccccc3NC3=C2C(=O)CC(c2ccc(OC)c(OC)c2)C3)ccc1O (stereo not given)	6	7	3	7	-3	0	-6	4	1
COc1ccccc1NS(=O)(=O)c1cccc(C(=O)NNC(=O)c2ccc(=O)[nH]c2)c1	nt	2	5	-7	0	-2	3	-2	-1
CN1C(=O)c2ccc(Oc3ccccc3)cc2C1=O	4	19	4	2	3	3	0	4	1
Cn1nc(-c2ccc(Cl)cc2)c2cc(C(=O)NC3CC3)sc21	-7	-54	-6	-15	-3	-41	-25	-7	-3
O=C(CSc1ccc(-c2ccco2)nn1)Nc1ccc(F)cc1	-6	-1	3	3	3	-1	-6	0	-2
CN(C)S(=O)(=O)c1ccc(N=Cc2c(C(F)(F)F)[nH]n(C)c2=O)cc1	-7	0	7	0	1	-2	-3	0	0

Other entries:
canonical_smiles	GSTO1 inh	LYPLA2 inh	PAFAH1B3 inh	PAFAH2 inh	pPAFAH FP inh	LYPLA1 counter	PME-1 inh	PAFAH1B2 FP inh	PAD4 FP inh
CCCCC[C@H]1CN(CCc2ccccc2)C(=O)[C@@H]1CC(=O)NCc1ccc(OC)cc1	11	-1	4	6	13	-3	1	3	3
O=C(Nc1ccccc1-c1nc2ccccc2[nH]1)c1ccc(N2C(=O)CCC2=O)cc1	-18	-23	-10	-15	-11	-15	-24	-1	-2
Cc1c(C(=O)OCC(=O)NC(C)c2ccccc2)oc2ccccc12 (stereo not given)	4	4	3	5	-1	-4	2	0	3
CCN1C(=O)[C@H]2[C@@H](c3ccc(C)cc3)N3C(=O)N(c4ccc(OC)cc4)C(=O)[C@@]3(CC)[C@H]2C1=O	5	5	11	0	4	1	6	4	-2
COc1ccccc1NC(=O)CSc1nncs1	nt	nt	7	-6	-7	nt	nt	5	-4
CC(C)Cn1c(=O)[nH]c2ccccc21	-6	-5	2	0	-8	-2	-2	1	0
C/C(CC(=O)Nc1cccc(C(F)(F)F)c1)=N/NC(=O)C(=O)NCCO	-10	-6	nt	nt	-5	-4	2	nt	-4
Cc1nnsc1C(=O)Nc1cc(Cl)ccc1Cl	-5	1	0	4	2	1	4	2	-2
Cc1c2c(nc3c(C)cccc13)OC(C)C2 (stereo not given)	3	-8	7	7	4	-3	1	6	4
CCC(C)c1c(O)nc(SCC(=O)c2ccccc2)[nH]c1=O (stereo not given)	5	6	6	-2	6	3	1	1	3
COc1ccc(CNCC(=O)Nc2sccc2C#N)cc1	-6	0	nt	nt	7	0	-1	nt	0
O=C1COc2ccc(C(=O)COC(=O)c3ccc4ccccc4n3)cc2N1	9	1	0	3	2	-3	2	0	1
COc1ccc(-c2nn(-c3ccccc3)cc2C(=O)O)cc1N	3	3	3	4	5	1	-2	-1	0
CCn1cc(C(=O)Nc2ccc(OC)c(S(=O)(=O)N3CCCCC3)c2)c(=O)c2ccc(C)nc21	2	1	-1	-5	-1	2	1	9	-1
Cc1ccc(S(=O)(=O)c2c(C)cc(-c3ccccc3)[nH]c2=O)cc1	3	-4	4	2	-6	-4	3	3	-10
O=S(=O)(c1cccc(-c2csc(-c3cccnc3)n2)c1)N1CCCCC1	-12	2	-10	18	1	-5	3	1	0
CC(CN1CCCCC1)OC(=O)c1cccc(F)c1 (stereo not given)	1	5	1	0	-5	-1	0	-1	0
Cc1ccccc1Cn1c(=O)[nH]c2ccccc21	8	8	12	-3	4	6	0	7	1
CN(C(=O)CN1C(=O)/C(=C/c2ccc(Cl)cc2)SC1=S)C1CCS(=O)(=O)C1 (stereo not given)	26	1	8	1	3	1	-4	-1	-8
CCCc1nc(NCc2ccccn2)c2nnn(Cc3ccccc3F)c2n1	0	-1	2	5	13	3	-3	0	-2
